Screening results as filed in PubChem.
DAX1 inh-1: DAX1 (NR0B1) inhibitors on StAR promoter, primary screen, cell-based, luminescence, SF-1 (NR5A1), full-length DAX-1; HEK293T StAR-luciferase reporter, SF-1/DAX-1 repression relief; inhibition, % at 6.8 µM; actives 1.1% (n = 370,000); AID 652010, 2013;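 active = inhibition above the mean over all tested compounds plus 3 SD, cut at about 3.6% in these data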;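 note: 0% = DAX-1 cells with DMSO and 100% = cells lacking DAX-1 with DMSO; higher inhibition means more luminescence from relief of DAX-1 repression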
Rev-erbA mod: modulators of Rev-erb alpha DNA binding, primary screen, biochemical, FITC-DNA, fluorescence polarization, uHTS; activity, % at 10 µM; AID 1259318, 2017; Rev-erbα–FITC-DNA binding, 90 min; Nuclear receptor subfamily 1 group D member 1 (Homo sapiens), P20393; actives 0.79% (n = 370,000);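 active = activity above about 14%, limit read from the data; passing the limit was not always enough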;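 note: 0% = DMSO wells with 35 nM protein and 100% = DMSO wells with 750 nM protein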
ADAM17 inh: ADAM17 inhibitors, primary screen, biochemical, QFRET; Disintegrin and metalloproteinase domain-containing protein 17 (Homo sapiens), P78536; recombinant ADAM17, EDANS/DABCYL FRET peptide cleavage; inhibition, % at 6.95 µM; actives 0.83% (n = 370,000); AID 720648, 2013;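 active = inhibition above the mean of compounds lying between control limits plus 3 SD, set per campaign, cut at about 8.5% in these data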;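 note: 0% = DMSO-only wells as the low control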
SMARCA2 activ: SMARCA2 (BRM) function activators, primary screen, cell-based, luminescence, high throughput; MG213 cells, MMTV-luciferase reporter, dexamethasone, overnight; activation, % at 9.1 µM; actives 1% (n = 370,000); in the data active = activation above about 7.8%;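 note: 0% = vehicle wells and 100% = reference activator wells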
DAX1 inh-2: DAX1 (NR0B1) inhibitors, primary screen, cell-based, HEK293, Gal4-DAX1, luciferase luminescence; actives 0.99% (n = 340,000); AID 504766, 2011; Nuclear receptor subfamily 0 group B member 1 (Homo sapiens), P51843; HEK293 Gal4-DAX1 luciferase reporter; inhibition, % at 6.75 µM;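 active = inhibition above the mean over all tested compounds plus 3 SD, cut at about 4.2% in these data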;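 note: 0% = DAX1-transfected cells with DMSO and 100% = empty-vector control cells with DMSO; inhibition shows as a rise in luminescence from relieved DAX1 repression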
PLCb3 inh: human PLC-beta3 inhibitors, primary screen, biochemical, fluorescence; actives 0.18% (n = 370,000); inhibition, % at 12.2 µM; Purified PLC-beta3, fluorogenic substrate; 1-phosphatidylinositol 4,5-bisphosphate phosphodiesterase beta-3 (Homo sapiens), Q01970; AID 720704, 2013; in the data active = inhibition above about 11%;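 note: 0% = median of compound wells on plate and 100% = full blocker control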
Target sequence (Q01970 whole entry, looked up): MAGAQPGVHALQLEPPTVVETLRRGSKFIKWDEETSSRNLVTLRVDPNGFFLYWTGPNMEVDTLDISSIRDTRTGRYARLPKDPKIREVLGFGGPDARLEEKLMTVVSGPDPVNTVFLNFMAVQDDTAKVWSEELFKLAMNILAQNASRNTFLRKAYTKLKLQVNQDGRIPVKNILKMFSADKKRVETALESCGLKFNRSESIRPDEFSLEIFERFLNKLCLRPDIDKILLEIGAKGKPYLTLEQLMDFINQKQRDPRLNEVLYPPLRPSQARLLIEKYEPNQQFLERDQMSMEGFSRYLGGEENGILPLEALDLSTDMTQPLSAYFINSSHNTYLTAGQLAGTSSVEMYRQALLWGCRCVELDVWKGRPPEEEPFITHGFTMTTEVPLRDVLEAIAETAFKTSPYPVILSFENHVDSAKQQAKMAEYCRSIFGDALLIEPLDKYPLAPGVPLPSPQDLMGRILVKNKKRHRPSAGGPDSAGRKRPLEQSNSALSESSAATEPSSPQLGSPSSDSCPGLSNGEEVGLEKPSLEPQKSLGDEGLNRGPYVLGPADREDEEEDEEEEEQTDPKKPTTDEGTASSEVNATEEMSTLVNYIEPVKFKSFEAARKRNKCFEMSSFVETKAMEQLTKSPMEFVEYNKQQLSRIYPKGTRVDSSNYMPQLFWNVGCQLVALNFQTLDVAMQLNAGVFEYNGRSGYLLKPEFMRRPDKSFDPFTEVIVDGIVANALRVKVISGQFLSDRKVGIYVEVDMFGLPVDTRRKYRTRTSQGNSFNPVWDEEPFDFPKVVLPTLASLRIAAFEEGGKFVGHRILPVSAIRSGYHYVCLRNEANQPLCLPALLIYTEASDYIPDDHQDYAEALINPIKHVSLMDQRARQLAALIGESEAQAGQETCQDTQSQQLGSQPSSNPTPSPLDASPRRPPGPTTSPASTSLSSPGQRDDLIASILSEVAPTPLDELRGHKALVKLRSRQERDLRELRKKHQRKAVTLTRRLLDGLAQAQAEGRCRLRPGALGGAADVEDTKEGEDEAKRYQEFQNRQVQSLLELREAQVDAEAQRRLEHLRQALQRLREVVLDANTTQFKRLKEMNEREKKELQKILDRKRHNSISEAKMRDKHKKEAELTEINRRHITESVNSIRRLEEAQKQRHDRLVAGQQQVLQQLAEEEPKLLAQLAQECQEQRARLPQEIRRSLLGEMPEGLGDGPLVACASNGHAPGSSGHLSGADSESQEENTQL
hcDAF-12 act: H. contortus DAF-12 nuclear receptor activators, primary screen, cell-based, luminescence, HEK293, lit1-tk-luc reporter | activation, % at 6.8 µM | actives 1.4% (n = 370,000) | HEK293 hcDAF-12 lit1-tk-luc reporter; 0% DMSO, 100% Δ7-dafachronic acid | AID 652067, 2013;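 active = activation above the mean of all tested compounds plus 3 SD, cut at about 5.5% in these data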;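 note: 100% = response to 3 µM Δ7-dafachronic acid high control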
hgDAF-12 ag: H. glycines DAF-12 receptor agonists, primary screen, cell-based, luminescence, HEK293, GAL4 fusion, UAS-luciferase; activation, % at 6.8 µM; HEK293 GAL4-hgDAF12 UAS-luciferase reporter, agonist luminescence; normalized to butyrate control; actives 1.8% (n = 370,000);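 active = activation above a cutoff set at the mean of all screened compounds plus 3 SD, cut at about 10% in these data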;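 note: 0% = DMSO wells and 100% = sodium butyrate wells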
ssDAF-12 act: S. stercoralis DAF-12 nuclear receptor activators, primary screen, cell-based, luminescence, HEK293, GRIP1 co-expression, lit1-tk-luc. Nuclear hormone receptor DAF-12 (Strongyloides stercoralis). HEK293 ssDAF-12/GRIP1 lit1-tk-luc reporter; % of 3 µM dafachronic acid response. activation, % at 6.8 µM. actives 1% (n = 370,000). AID 652126, 2013;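 active = activation above the mean over all tested compounds plus 3 SD, cut at about 0.9% in these data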;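 note: 0% = DMSO-only wells and 100% = 3 µM delta7-dafachronic acid wells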
MBD2 inh: inhibitors of MBD2 binding to methylated DNA, primary screen, biochemical, TR-FRET, DNA-binding domain, human | inhibition, % at 4.4 µM | AID 686964, 2013 | Methyl-CpG-binding domain protein 2 (Homo sapiens), Q9UBB5 | MBD2 binding to methylated oligonucleotide | actives 0.31% (n = 370,000); in the data active = inhibition above about 13%
PLC-gamma1 inh: PLC-gamma1 enzyme inhibitors, primary screen, biochemical, fluorescence, purified enzyme; actives 0.84% (n = 370,000); fluorogenic substrate; inhibition, % at 12.2 µM; AID 720700, 2013; 1-phosphatidylinositol 4,5-bisphosphate phosphodiesterase gamma-1 (Homo sapiens), P19174; in the data active = inhibition above about 9.5%
Numbers without * were called inactive; i = inactive; x = not tested or not shown.

smiles	DAX1 inh-1	Rev-erbA mod	ADAM17 inh	SMARCA2 activ	DAX1 inh-2	PLCb3 inh	hcDAF-12 act	hgDAF-12 ag	ssDAF-12 act	MBD2 inh	PLC-gamma1 inh
COc1cccc(N=Nc2c(=O)[nH]n3c(=O)cc(C)[nH]c23)c1	0.2	5	-1	2	-0.9	-1	-1.1	-0.5	-0.6	-16	-1
c1ccc(CSc2nnc([C@@H]3CCCN3)o2)cc1	0.6	2	0	-1	0.2	3	-1.7	-1.2	-0.2	2	3
O=C(O)/C=C/c1ccc(Oc2ncccn2)cc1	1.3	-1	-1	-4	2.9	-4	-1.5	-1.5	-1.5	3	1
COc1ccc(C(CC(=O)c2ccc(C)cc2)Sc2ccccc2N)cc1 (stereo not drawn)	2.8	5	-1	4	0.9	-9	5.7*	5.5	0.4	-2	-10
CCCCCC(=O)NC1CCCCN(Cc2ccc(Cl)cc2)C1=O (stereo not drawn)	-0.8	0	-5	-3	x	0	-1.7	0.8	-0.7	2	3
Cc1ccc(NN=C2c3ccccc3-c3ccccc32)cc1	1.3	0	-3	0	1.7	-7	11*	8.7	0.2	-1	-3
N#Cc1cc2c([nH]c1=O)CCCC2	0.2	6	-243	0	1.8	-72	-1.4	-1.4	-1.8	-2	-43
Cc1ccc2nc(-c3ccc(SCC(=O)O)nc3)[nH]c2c1	1.0	3	i	-4	-1.1	-405	1.4	6.0	0.0	-2	-315
COC(=O)C1=C(Nc2ccc(C)cc2)C=C(C)C(C(=O)OC)C1c1ccc(OC)cc1 (stereo not drawn)	-0.9	11	3	-3	0.8	-40	-0.9	1.7	-1.4	-6	-28
COc1ccc(C(=O)NNC(=O)C(NC(=O)c2ccccc2NC(=O)c2ccco2)C(C)C)cc1 (stereo not drawn)	-0.2	-3	-3	-1	1.7	-12	-0.5	-0.5	-0.4	-2	-15
CCN1C(=O)C(O)(CC(=O)C(C)(C)C)c2cc(Br)ccc21 (stereo not drawn)	0.2	10	-2	0	1.8	-2	-2.4	0.2	-1.8	2	0
COc1ccc(-n2c(SCC(=O)O)nc3sc4c(c3c2=O)CCCC4)cc1	0.0	1	0	-1	1.8	-1	-1.8	-1.6	-1.0	0	2
O=C1Nc2ccc3sc4ccccc4c3c2C1=O	-0.1	-1	1	0	x	-6	-1.0	-2.3	-1.7	-2	4
O=C1CCC(C(=O)N2CCN(c3ccccc3)CC2)CN1Cc1ccc(Cl)cc1 (stereo not drawn)	-0.8	7	1	1	1.8	2	-0.8	-0.5	-1.0	8	2
CC(C)CCNC(=O)C1C2C=CC3(CN(Cc4ccccc4Cl)C(=O)C13)O2 (stereo not drawn)	-1.2	-11	-1	-1	-0.2	0	0.1	0.9	-1.3	1	-1

The list goes on; the last 2 above are carried over.
smiles	DAX1 inh-1	Rev-erbA mod	ADAM17 inh	SMARCA2 activ	DAX1 inh-2	PLCb3 inh	hcDAF-12 act	hgDAF-12 ag	ssDAF-12 act	MBD2 inh	PLC-gamma1 inh
O=C1CCC(C(=O)N2CCN(c3ccccc3)CC2)CN1Cc1ccc(Cl)cc1 (stereo not drawn)	-0.8	7	1	1	1.8	2	-0.8	-0.5	-1.0	8	2
CC(C)CCNC(=O)C1C2C=CC3(CN(Cc4ccccc4Cl)C(=O)C13)O2 (stereo not drawn)	-1.2	-11	-1	-1	-0.2	0	0.1	0.9	-1.3	1	-1
N#CCCn1cc(C(=O)NCc2ccccc2)c(-c2cccs2)n1	-0.7	-3	1	-2	0.3	-5	-1.6	-0.6	-1.1	-1	0
COc1ccc2c(Cl)cc(NC(=O)Nc3c(C)cccc3C)nc2c1	0.3	5	-3	-4	1.3	0	1.3	1.6	-1.2	0	0
Cc1c(CN2CCC(Oc3ccc(C(=O)N4CCCCC4)cc3)CC2)cnn1C	-0.5	0	-2	-3	0.0	-8	1.2	1.2	-1.0	2	2
O=C(NCc1ccccc1)c1c[nH]c2cc3c(cc2c1=O)OCCO3	1.1	8	-5	0	1.6	1	2.7	7.8	-1.2	2	3
CCOC(=O)c1nnn(-c2nonc2N)c1CSc1nnc(N)s1	0.3	3	-1	1	0.3	3	-1.0	-1.8	-1.0	3	1
CC(C)CNC(=O)OCc1cn(Cc2ccc(C(F)(F)F)cc2)nn1	0.2	2	-4	-1	x	-1	-1.4	-2.1	-1.1	4	-1
Nc1nc(NCCN2CCOCC2)nc(NCc2ccccc2)c1[N+](=O)[O-]	0.6	1	0	-1	-0.7	-2	-1.2	-2.1	-0.7	1	5
CC(C)(C)c1cc(NC(=O)c2cc(F)c(F)c(F)c2F)no1	-1.0	11	-6	2	1.5	-2	-0.3	3.0	-1.1	-1	-2
C=CCOc1ccc(C2c3c(oc4ccccc4c3=O)C(=O)N2CCCN2CCOCC2)cc1 (stereo not drawn)	-0.8	-4	-67	3	-0.8	-72	-2.4	2.2	-1.5	1	-51
C#CCN1C(C(=O)OC)CN(CCCCCC)CCS1(=O)=O (stereo not drawn)	-1.0	-3	0	2	x	3	0.0	-0.8	-0.3	-6	1
Cc1cc(C)n(-c2ccc(C(=O)NCc3ccc(F)cc3)cc2)n1	1.0	-6	0	-1	0.9	-4	-0.4	0.7	-1.4	-4	4
O=C(c1cc(-c2ccc(Cl)cc2Cl)on1)N1CCN(C(=O)c2ccco2)CC1	0.4	0	-2	-2	0.2	-5	0.2	2.5	-0.2	1	0
Clc1ccc2nc(-c3ccccc3)nc(C(Cl)Cl)c2c1	-0.1	0	-1	-5	4.0	-4	-0.8	-1.3	-0.6	1	2
COC(=O)CNC(=O)c1cccc(-c2ccc(OC)cc2)c1	0.1	1	-3	2	-1.3	-2	2.0	2.2	-1.3	1	1
COc1ccc(C)cc1NC(=O)CCN1CCCC1	-0.7	2	1	3	0.3	5	-1.4	0.0	-0.7	-6	1

Look-ups from above.
Value for `COC(=O)CNC(=O)c1cccc(-c2ccc(OC)cc2)c1` under PLC-gamma1 inh: 1
Value for `N#CCCn1cc(C(=O)NCc2ccccc2)c(-c2cccs2)n1` under hcDAF-12 act: -1.6
Value for `Nc1nc(NCCN2CCOCC2)nc(NCc2ccccc2)c1[N+](=O)[O-]` under Rev-erbA mod: 1
Value for `CC(C)(C)c1cc(NC(=O)c2cc(F)c(F)c(F)c2F)no1` under hgDAF-12 ag: 3.0
Value for `COc1ccc2c(Cl)cc(NC(=O)Nc3c(C)cccc3C)nc2c1` under DAX1 inh-1: 0.3
Value for `O=C(c1cc(-c2ccc(Cl)cc2Cl)on1)N1CCN(C(=O)c2ccco2)CC1` under ADAM17 inh: -2

Later entries
smiles	DAX1 inh-1	Rev-erbA mod	ADAM17 inh	SMARCA2 activ	DAX1 inh-2	PLCb3 inh	hcDAF-12 act	hgDAF-12 ag	ssDAF-12 act	MBD2 inh	PLC-gamma1 inh
CN(C)/C=N/N(C)c1ncccc1[N+](=O)[O-]	0.0	-12	-1	0	-0.6	-6	-0.2	-0.7	-1.2	-2	1
CC1CCN(S(=O)(=O)c2ccc3nc(N4CCN(c5ccccc5)CC4)ccc3c2)CC1	-0.1	92*	-4	-1	x	-7	-1.1	3.1	-1.1	2	1
CCOC(=O)c1sc(NC(=O)CN2C(=O)NC3(CC(C)CC(C)(C)C3)C2=O)cc1C (stereo not drawn)	-0.2	-1	13*	3	-0.2	-1	0.2	-5.4	-0.9	3	4
O=C(O)C1CCN(C(=O)c2ccccc2Cl)CC1	-0.6	-2	1	-2	-0.1	-3	-2.3	-1.7	-0.8	-2	5
O=C(/C=C/c1ccc(Cl)cc1Cl)N(Cc1ccccc1)C1CCS(=O)(=O)C1 (stereo not drawn)	0.0	1	4	-4	-0.8	0	-2.2	0.2	-1.3	0	0
COc1ccccc1N1CCN(C(=O)CSc2nnc(NC(=O)C3CC3)s2)CC1	-0.6	2	1	-1	0.2	2	-1.0	2.0	-1.2	-4	4
Cc1c(C(=O)O)sc(S(=O)(=O)N2CCN(C(=O)Cc3ccc(F)cc3)CC2)c1C(=O)O	0.2	-5	-4	-2	1.4	-7	-0.6	-0.9	-0.2	1	0
CN1CCN(C(=O)CCC(=O)O)CC1	0.3	-3	-4	-4	3.5	-2	0.3	0.5	-1.1	-6	2
O=C1NC(=S)CN1c1ccccc1	0.3	3	0	2	5.6*	-4	-1.0	0.4	-1.2	-4	1
O=C(COC(=O)COc1ccccc1[N+](=O)[O-])Nc1cccc(Br)c1	0.0	2	-3	-2	-1.1	-5	1.3	-1.4	-1.0	1	-1
Cc1nc(C)c(C(=O)C2=C(O)C(=O)N(CCCn3ccnc3)C2c2ccccc2)s1 (stereo not drawn)	-0.1	1	5	1	0.6	6	-0.6	-0.4	-1.2	-4	-2
CCC(C)N1CCN(S(=O)(=O)c2ccc(NC(C)=O)cc2)CC1 (stereo not drawn)	0.2	-1	-2	-1	-1.5	-1	0.0	0.9	-0.2	1	1
O=c1[nH]cc(S(=O)(=O)N2CCN(c3cccc(Cl)c3)CC2)c(=O)[nH]1	1.7	-4	-3	1	1.2	-5	0.6	0.7	-0.7	-7	2
Cc1ccc(S(C)(=O)=O)cc1C(=O)NC(C)C1CC2CCC1C2 (stereo not drawn)	-0.2	2	-2	-1	0.3	1	-0.3	-2.3	-1.4	0	1
COc1nc(NCCN2CCOCC2)nc(Nc2ccccc2)n1	1.2	-4	3	3	1.3	1	4.2	4.7	0.0	0	-12
COc1ccc(C(=O)CC(C#N)c2ccc3c(c2)OCO3)cc1OC (stereo not drawn)	-2.0	2	-2	0	-1.5	-3	-0.8	0.2	-1.5	-4	-1
CC(C)C(c1nnnn1C(C)(C)C)N1CCC(Cc2ccccc2)CC1 (stereo not drawn)	-0.5	-2	-3	-2	-0.7	2	-1.2	-0.7	-0.5	3	1
CN(C(=O)c1ccco1)c1ccccc1C(=O)O	0.1	7	0	2	1.0	0	0.4	-0.1	-0.8	1	3
